Screening data as filed in PubChem.
Bcl-2 Bim block: inhibitors of Bim-Bcl-2 interaction, human | Bead-based flow cytometry, Bim peptide-Bcl-2 binding | inhibition, % at 10 µM | P10415 | actives 0.06% (n = 190,000); in the data active = inhibition above about 40%; inconclusive = no clear call, values can overlap the other calls;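 note: 0% = no compound wells with probe peptide and 100% = reference peptide inhibitor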
Target sequence (P10415 whole entry, looked up): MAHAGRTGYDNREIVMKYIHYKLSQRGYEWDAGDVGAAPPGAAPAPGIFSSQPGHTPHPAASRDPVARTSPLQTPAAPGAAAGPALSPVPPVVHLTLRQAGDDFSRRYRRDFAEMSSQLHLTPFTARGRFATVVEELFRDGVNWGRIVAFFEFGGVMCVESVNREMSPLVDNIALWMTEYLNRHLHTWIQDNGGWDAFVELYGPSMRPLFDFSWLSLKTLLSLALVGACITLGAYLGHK
RGS7-Gao: human RGS7-Galphao interaction regulation; P09471; Multiplexed bead flow cytometry, RGS7-Galphao binding; actives lie on both sides; binding response (% of control), % at 10 µM; actives 0.35% (n = 220,000); in the data active = binding response below about 49% or above about 150%; inconclusive = no clear call, values can overlap the other calls; inactive = in between;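 note: fluorescent Galphao held in activated GDP-AlF4 state binding bead-coupled RGS7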
Target sequence (P09471 whole entry, looked up): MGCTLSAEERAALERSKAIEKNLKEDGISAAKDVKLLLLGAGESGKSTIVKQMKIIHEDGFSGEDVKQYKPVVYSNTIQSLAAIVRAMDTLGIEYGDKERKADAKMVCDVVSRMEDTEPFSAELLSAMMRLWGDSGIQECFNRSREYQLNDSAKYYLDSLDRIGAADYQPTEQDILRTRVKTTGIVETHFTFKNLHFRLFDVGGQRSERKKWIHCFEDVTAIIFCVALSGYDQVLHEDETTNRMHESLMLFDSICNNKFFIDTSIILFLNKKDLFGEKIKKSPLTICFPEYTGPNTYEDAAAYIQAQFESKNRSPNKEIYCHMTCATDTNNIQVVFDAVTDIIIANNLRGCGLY
Bcl-W Bim block: inhibitors of Bim-Bcl-W interaction, human. actives 0.02% (n = 190,000). inhibition, % at 10 µM. AID 952. bead-based flow cytometry, Bim peptide-Bcl-W binding;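 note: 0% = bound tracer without compound and 100% = peptide blocker; higher means less fluorescent Bim peptide bound to Bcl-W beads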
ABCG2 block: inhibitors of human ABCG2 transporter, ABCB1 counter-screen; inhibition, % at 6.6 µM; Q9UNQ0; IgMXP3 cells, JC-1 efflux, flow cytometry; actives 0.1% (n = 190,000); AID 1325;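 active = inhibition above 80%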;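 note: 0% = DMSO and 100% = nicardipine control wells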
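Test system: IgMXP3 cells (ABCG2) mixed with DDAO far-red-labelled CCRF-Adr cells (ABCB1). Reagent: JC-1 transporter substrate. Compound dosing: single test compound dose, 6.6 µM final. Times: 10 min compound exposure, 25 °C. Detection: flow cytometry of retained JC-1 fluorescence. Read-out basis: efflux inhibition in percent versus controls. Controls: nicardipine and DMSO wells.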
RGS4-Gao reg: modulates binding of RGS4 to human Galphao; Multiplexed bead flow cytometry; actives lie on both sides; binding response (% of control), % at 10 µM; actives 0.33% (n = 220,000); in the data active = binding response below about 49% or above about 150%; inactive = in between;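 note: fluorescent Galphao activated with aluminum fluoride binding bead-coupled RGS4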
Bim-Bcl-B: disrupts Bim peptide binding to human Bcl-B; bead-based flow cytometry; actives 0.073% (n = 190,000); Q9HD36; inhibition, % at 10 µM;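 note: 0% = tracer peptide without compound and 100% = reference inhibitor peptide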
Target sequence (Q9HD36 whole entry, looked up): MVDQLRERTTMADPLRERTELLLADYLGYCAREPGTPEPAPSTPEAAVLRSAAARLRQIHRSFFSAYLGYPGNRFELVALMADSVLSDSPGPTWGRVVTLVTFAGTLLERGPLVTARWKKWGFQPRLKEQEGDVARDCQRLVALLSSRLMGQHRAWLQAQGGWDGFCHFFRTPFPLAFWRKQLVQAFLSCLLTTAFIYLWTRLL
ABCB1 block: blocks JC-1 efflux by human ABCB1 transporter; inhibition, % at 6.6 µM; AID 1326; CCRF-Adr cells, flow cytometry; actives 0.067% (n = 190,000); in the data active = inhibition above about 40%;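 note: 0% = vehicle and 100% = reference inhibitor; higher value means more JC-1 retained so stronger ABCB1 efflux block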
Bcl-XL Bim block: inhibitors of Bim-Bcl-XL interaction, human. actives 0.04% (n = 190,000). Q07817. Bim peptide-Bcl-XL binding, bead flow cytometry, fluorescence. inhibition, % at 10 µM
Target sequence (Q07817 whole entry, looked up): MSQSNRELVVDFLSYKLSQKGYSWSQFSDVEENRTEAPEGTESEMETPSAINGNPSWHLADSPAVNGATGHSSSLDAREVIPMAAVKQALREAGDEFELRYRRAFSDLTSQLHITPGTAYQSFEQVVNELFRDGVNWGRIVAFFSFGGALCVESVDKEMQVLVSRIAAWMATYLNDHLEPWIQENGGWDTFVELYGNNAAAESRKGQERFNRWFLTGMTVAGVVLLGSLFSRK
Bfl-1 Bim block: inhibitors of Bim-Bfl-1 interaction, human. Bead-based flow cytometry, Bim-Bfl-1 binding inhibition. inhibition, % at 10 µM. actives 0.12% (n = 190,000);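 note: 0% = wells without compound plus tracer and 100% = blocker peptide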
GSH fluor: compound fluoresces at 488/530 nm on GSH beads. fluorescence (KMESF) at 10 µM. GSH beads flow cytometry, compound fluorescence 488/530 nm; hits give high values. actives 0.25% (n = 190,000); in the data active = fluorescence above about 89;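 note: glutathione beads carrying GST-tagged Bcl family fusion proteins plus one bare bead set; values are compound well signal with DMSO vehicle wells as background; inactives centre near 16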
RGS8-Gao: regulators of human RGS8-Galphao interaction; multiplexed bead flow cytometry, RGS8-Galphao binding; actives lie on both sides; response (percent of control binding), % at 10 µM; actives 0.34% (n = 220,000); in the data active = response below about 60% or above about 140%; inactive = in between;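 note: Galphao activated as the GDP aluminium fluoride complex binding bead-coupled RGS8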
Numbers without * were called inactive. Cut-off read from the data, not from the text of the source, unless noted: active = inhibition above about 40%.

Screening Cc1ccc(NC(=O)COc2ccc(/C=C3/SC(=Nc4ccccc4)N(Cc4cccnc4)C3=O)cc2)cc1 returned Bcl-2 Bim block -12.0, RGS7-Gao 102.0, Bcl-W Bim block 0.0, ABCG2 block -5.6, RGS4-Gao reg 104.9, Bim-Bcl-B -8.0, ABCB1 block 1.8, Bcl-XL Bim block -7.0, Bfl-1 Bim block -16.0, GSH fluor 27 and RGS8-Gao 100.5.
O=C(CCc1ccccc1)Nc1cc(C(F)(F)F)ccc1Cl was read as Bcl-2 Bim block -10.0, RGS7-Gao 102.8, Bcl-W Bim block -1.0, ABCG2 block 8.3, RGS4-Gao reg 101.5, Bim-Bcl-B -11.0, ABCB1 block 0.0, Bcl-XL Bim block -9.0, Bfl-1 Bim block -18.0, GSH fluor 34 and RGS8-Gao 99.6.
COc1ccc(C(=O)NN(C)c2nc(C(F)(F)F)nc3ccccc23)cc1 was read as Bcl-2 Bim block 8.0, RGS7-Gao inconclusive, Bcl-W Bim block -3.0, ABCG2 block 3.2, RGS4-Gao reg 101.7, Bim-Bcl-B 3.0, ABCB1 block -0.1, Bcl-XL Bim block 0.0, Bfl-1 Bim block -1.0, GSH fluor 14 and RGS8-Gao 102.0.
For O=C(NCc1cccs1)C(=O)NCC(c1ccco1)N1CCN(c2ccccc2F)CC1 (stereo not given) the results were Bcl-2 Bim block -1.0, RGS7-Gao 98.2, Bcl-W Bim block 0.0, ABCG2 block 4.1, RGS4-Gao reg 97.0, Bim-Bcl-B -3.0, ABCB1 block 1.7, Bcl-XL Bim block -1.0, Bfl-1 Bim block -4.0, GSH fluor 15 and RGS8-Gao 97.7.
Screening N#CC1=C(N)Oc2cc(N)ccc2C1c1ccc(F)cc1 (stereo not given) returned Bcl-2 Bim block -8.0, RGS7-Gao 99.7, Bcl-W Bim block -4.0, ABCG2 block -6.5, RGS4-Gao reg 94.3, Bim-Bcl-B -11.0, ABCB1 block -4.1, Bcl-XL Bim block -10.0, Bfl-1 Bim block -10.0, GSH fluor 25 and RGS8-Gao 100.4.
O=C(COc1ccccc1)N1CCN=C1SCc1ccccc1 was read as Bcl-2 Bim block 7.0, RGS7-Gao 101.9, Bcl-W Bim block 5.0, ABCG2 block 0.5, RGS4-Gao reg 102.2, Bim-Bcl-B 3.0, ABCB1 block 0.0, Bcl-XL Bim block 0.0, Bfl-1 Bim block -1.0, GSH fluor 19 and RGS8-Gao 105.9.
`Cc1ccc(NC(=O)/C(=C\C=C\c2ccccc2)NC(=O)c2ccccc2)cc1` gave Bcl-2 Bim block -9.0, RGS7-Gao 101.3, Bcl-W Bim block 0.0, ABCG2 block 3.5, RGS4-Gao reg 104.4, Bim-Bcl-B -9.0, ABCB1 block 0.1, Bcl-XL Bim block -22.0, Bfl-1 Bim block -12.0, GSH fluor 24 and RGS8-Gao 102.5.
O=C(NC1CCCC1)C(c1ccncc1)N(CCCN1CCOCC1)C(=O)c1ccc(-c2ccccc2)[nH]1 (stereo not given) was read as Bcl-2 Bim block -2.0, RGS7-Gao 102.5, Bcl-W Bim block -2.0, ABCG2 block 0.3, RGS4-Gao reg 102.8, Bim-Bcl-B -3.0, ABCB1 block -0.1, Bcl-XL Bim block -3.0, Bfl-1 Bim block -7.0, GSH fluor 8 and RGS8-Gao 108.1.
Screening Cc1ccc(C)c(-c2cc(C(=O)Nc3cccc(C(=O)O)c3)c3ccccc3n2)c1 returned Bcl-2 Bim block 0.0, RGS7-Gao 101.9, Bcl-W Bim block -7.0, ABCG2 block 4.4, RGS4-Gao reg 99.7, Bim-Bcl-B 0.0, ABCB1 block 0.7, Bcl-XL Bim block -1.0, Bfl-1 Bim block 3.0, GSH fluor 21 and RGS8-Gao 100.5.
`O=C(CNC(=S)N(Cc1ccccc1F)C1CCCCC1)NCCN1CCOCC1` gave Bcl-2 Bim block -1.0, RGS7-Gao 96.7, Bcl-W Bim block -1.0, ABCG2 block 0.5, RGS4-Gao reg 106.1, Bim-Bcl-B -5.0, ABCB1 block 1.3, Bcl-XL Bim block -3.0, Bfl-1 Bim block -1.0, GSH fluor 11 and RGS8-Gao 102.2.
`O=C(COC(=O)CNC(=O)c1cccc([N+](=O)[O-])c1)Nc1ccccc1OC(F)F` gave Bcl-2 Bim block 0.0, RGS7-Gao 101.7, Bcl-W Bim block -6.0, ABCG2 block 14.7, RGS4-Gao reg 102.2, Bim-Bcl-B -5.0, ABCB1 block 0.6, Bcl-XL Bim block -5.0, Bfl-1 Bim block 1.0, GSH fluor 14 and RGS8-Gao 95.8.
C=CCn1c(SCC(=O)Nc2ccccc2C)nc2sc(C)c(C)c2c1=O was read as Bcl-2 Bim block 0.0, RGS7-Gao 104.6, Bcl-W Bim block -5.0, ABCG2 block 2.7, RGS4-Gao reg 99.3, Bim-Bcl-B -9.0, ABCB1 block 2.8, Bcl-XL Bim block -13.0, Bfl-1 Bim block -8.0, GSH fluor 25 and RGS8-Gao 100.5.

2 records drawn at random from those above, as already listed:
O=C(CCc1ccccc1)Nc1cc(C(F)(F)F)ccc1Cl was read as Bcl-2 Bim block -10.0, RGS7-Gao 102.8, Bcl-W Bim block -1.0, ABCG2 block 8.3, RGS4-Gao reg 101.5, Bim-Bcl-B -11.0, ABCB1 block 0.0, Bcl-XL Bim block -9.0, Bfl-1 Bim block -18.0, GSH fluor 34 and RGS8-Gao 99.6.
`O=C(CNC(=S)N(Cc1ccccc1F)C1CCCCC1)NCCN1CCOCC1` gave Bcl-2 Bim block -1.0, RGS7-Gao 96.7, Bcl-W Bim block -1.0, ABCG2 block 0.5, RGS4-Gao reg 106.1, Bim-Bcl-B -5.0, ABCB1 block 1.3, Bcl-XL Bim block -3.0, Bfl-1 Bim block -1.0, GSH fluor 11 and RGS8-Gao 102.2.

(cont.)
Screening CN(CCc1ccccn1)Cc1ccc(Cl)cc1 returned Bcl-2 Bim block -3.0, RGS7-Gao 87.1, Bcl-W Bim block -5.0, ABCG2 block 1.3, RGS4-Gao reg 89.9, Bim-Bcl-B -5.0, ABCB1 block -0.1, Bcl-XL Bim block -2.0, Bfl-1 Bim block -2.0, GSH fluor 27 and RGS8-Gao 96.6.
NS(=O)(=O)c1cccc(NC(=O)COC(=O)CCSc2ccccc2)c1 was read as Bcl-2 Bim block 1.0, RGS7-Gao 95.9, Bcl-W Bim block 0.0, ABCG2 block 3.2, RGS4-Gao reg 97.9, Bim-Bcl-B -6.0, ABCB1 block 0.5, Bcl-XL Bim block -5.0, Bfl-1 Bim block 0.0, GSH fluor 9 and RGS8-Gao 95.3.
For CC(C)OC(=O)c1cccc(C(=O)Nc2cccc(NC(=O)c3cccc(C(=O)OC(C)C)n3)n2)n1 the results were Bcl-2 Bim block -1.0, RGS7-Gao 94.8, Bcl-W Bim block 0.0, ABCG2 block 34.8, RGS4-Gao reg 103.2, Bim-Bcl-B -5.0, ABCB1 block 1.1, Bcl-XL Bim block -1.0, Bfl-1 Bim block -3.0, GSH fluor 12 and RGS8-Gao 95.1.
Screening N#C/C(=C(/O)COc1ccc(Cl)cc1)c1nc2ccccc2s1 returned Bcl-2 Bim block -6.0, RGS7-Gao inconclusive, Bcl-W Bim block -2.0, ABCG2 block -2.7, RGS4-Gao reg 107.1, Bim-Bcl-B -3.0, ABCB1 block -0.4, Bcl-XL Bim block -4.0, Bfl-1 Bim block -3.0, GSH fluor 19 and RGS8-Gao 102.9.
S=C(Nc1ccccc1)Nc1nc2ccccc2n1CCOc1ccc(Cl)cc1 was read as Bcl-2 Bim block 25.0, RGS7-Gao 104.8, Bcl-W Bim block 23.0, ABCG2 block -3.6, RGS4-Gao reg 103.2, Bim-Bcl-B 14.0, ABCB1 block -0.8, Bcl-XL Bim block 30.0, Bfl-1 Bim block 35.0, GSH fluor 6 and RGS8-Gao 109.4.
Screening CCCCC(=O)Nc1nc(C)c(-c2csc(Nc3cc(Cl)ccc3OC)n2)s1 returned Bcl-2 Bim block -1.0, RGS7-Gao 99.1, Bcl-W Bim block 0.0, ABCG2 block -1.9, RGS4-Gao reg 101.9, Bim-Bcl-B 0.0, ABCB1 block -0.7, Bcl-XL Bim block -8.0, Bfl-1 Bim block -3.0, GSH fluor 23 and RGS8-Gao 101.0.
`COC(=O)c1c(N)sc2c1CCN(c1ncc(C(F)(F)F)cc1Cl)C2` gave Bcl-2 Bim block 0.0, RGS7-Gao 105.9, Bcl-W Bim block -3.0, ABCG2 block 1.6, RGS4-Gao reg 102.4, Bim-Bcl-B -7.0, ABCB1 block 0.0, Bcl-XL Bim block -5.0, Bfl-1 Bim block -1.0, GSH fluor 13 and RGS8-Gao 101.3.
For COc1cc(C2N(c3ccccc3)CCN2c2ccccc2)ccc1OC(C)=O the results were Bcl-2 Bim block -7.0, RGS7-Gao 102.5, Bcl-W Bim block -1.0, ABCG2 block 2.1, RGS4-Gao reg 104.3, Bim-Bcl-B -4.0, ABCB1 block 0.0, Bcl-XL Bim block -14.0, Bfl-1 Bim block -11.0, GSH fluor 25 and RGS8-Gao 100.4.
`Cc1oc(-c2ccccc2)cc1C(=O)Nc1ccc2ccccc2c1` gave Bcl-2 Bim block -2.0, RGS7-Gao 97.1, Bcl-W Bim block 3.0, ABCG2 block 0.9, RGS4-Gao reg 94.6, Bim-Bcl-B -2.0, ABCB1 block 0.1, Bcl-XL Bim block -3.0, Bfl-1 Bim block -12.0, GSH fluor 13 and RGS8-Gao 95.2.
`CC1Cc2cc(/C(O)=C3/C(=O)C(=O)N(CCCn4ccnc4)C3c3ccco3)ccc2O1` (stereo not given) gave Bcl-2 Bim block 3.0, RGS7-Gao 101.0, Bcl-W Bim block 1.0, ABCG2 block 1.0, RGS4-Gao reg 98.2, Bim-Bcl-B 3.0, ABCB1 block 0.1, Bcl-XL Bim block 0.0, Bfl-1 Bim block 0.0, GSH fluor 7 and RGS8-Gao 104.0.
Screening C(=N\N1CCN(Cc2ccccc2)CC1)/c1ccc(-c2ccccc2)cc1 returned Bcl-2 Bim block 1.0, RGS7-Gao 105.5, Bcl-W Bim block -5.0, ABCG2 block 1.8, RGS4-Gao reg 103.7, Bim-Bcl-B 2.0, ABCB1 block -0.7, Bcl-XL Bim block -3.0, Bfl-1 Bim block 1.0, GSH fluor 8 and RGS8-Gao 100.5.
Cc1cc(-c2sccc2C)nc(-n2cccc2)n1 was read as Bcl-2 Bim block -13.0, RGS7-Gao 92.5, Bcl-W Bim block 3.0, ABCG2 block 6.7, RGS4-Gao reg 95.5, Bim-Bcl-B -13.0, ABCB1 block 0.8, Bcl-XL Bim block -6.0, Bfl-1 Bim block -15.0, GSH fluor 13 and RGS8-Gao 95.4.
Cc1cc(C)c(C#N)c(SCSCc2ccccc2)n1 was read as Bcl-2 Bim block -10.0, RGS7-Gao 99.6, Bcl-W Bim block 2.0, ABCG2 block -0.2, RGS4-Gao reg 101.6, Bim-Bcl-B -6.0, ABCB1 block -0.2, Bcl-XL Bim block 2.0, Bfl-1 Bim block -14.0, GSH fluor 32 and RGS8-Gao 102.3.
For COc1ccc(S(=O)(=O)Nc2cc(C(=O)NCCCN3CCOCC3)ccc2N2CCOCC2)cc1 the results were Bcl-2 Bim block 1.0, RGS7-Gao 100.8, Bcl-W Bim block 1.0, ABCG2 block -0.4, RGS4-Gao reg 103.1, Bim-Bcl-B -2.0, ABCB1 block 0.1, Bcl-XL Bim block -2.0, Bfl-1 Bim block -4.0, GSH fluor 14 and RGS8-Gao 102.5.
